Efa HMGR inh: blocks class II HMG-CoA reductase of Enterococcus faecalis; inhibition, % at 10 µM; purified E. faecalis HMGR, NADPH absorbance 340 nm kinetic; 0.41% of 190,000 active;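 active = inhibition above a set limit, the median over all tested compounds plus 3 SD, cut at about 9.5% in these data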;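 note: enzyme runs in reverse so mevalonate oxidation gives rising NADPH absorbance; 0% = complete reaction with DMSO and 100% = background rate lacking mevalonate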
TNAP inh noacc: TNAP (human) inhibition, acceptor-free conditions; P05186; purified TNAP, CDP-star luminescence, 30 min; inhibition, % at 20 µM; 0.26% of 200,000 active; AID 1012;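 active = tissue-nonspecific alkaline phosphatase inhibition above about 50% at 20 µM in the single-dose screen, limit read from the data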;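 note: 0% = DMSO negative control and 100% = EDTA positive control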
Target sequence (P05186 whole entry, looked up): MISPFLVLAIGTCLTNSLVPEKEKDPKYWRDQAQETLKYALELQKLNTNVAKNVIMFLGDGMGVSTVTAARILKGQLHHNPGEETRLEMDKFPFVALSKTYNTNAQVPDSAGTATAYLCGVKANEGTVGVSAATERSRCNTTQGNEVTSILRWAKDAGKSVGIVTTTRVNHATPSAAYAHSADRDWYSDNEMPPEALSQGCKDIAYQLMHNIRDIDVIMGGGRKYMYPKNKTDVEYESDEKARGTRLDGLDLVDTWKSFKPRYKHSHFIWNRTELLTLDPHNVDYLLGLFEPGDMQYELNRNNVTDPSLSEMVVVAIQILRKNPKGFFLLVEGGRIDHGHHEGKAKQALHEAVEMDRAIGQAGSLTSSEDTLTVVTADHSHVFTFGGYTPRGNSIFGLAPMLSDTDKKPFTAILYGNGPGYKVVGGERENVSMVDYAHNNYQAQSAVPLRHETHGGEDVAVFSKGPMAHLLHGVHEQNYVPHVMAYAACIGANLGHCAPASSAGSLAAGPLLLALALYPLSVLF
TNAP inh hi DEA: inhibitors of human TNAP at high phosphate acceptor concentration | P05186 | purified TNAP, CDP-star luminescence, 1 M DEA | inhibition, % at 20 µM | 0.03% of 200,000 active | AID 1135;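 active = over 50% inhibition of tissue-nonspecific alkaline phosphatase at 20 µM in the single-dose screen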;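 note: plate controls were DMSO wells for no effect and EDTA-quenched wells as full inhibition for full effect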
Hsp70 activator: Hsp70 transcriptional activation, primary screen | AID 1203 | activation, % at 10 µM | 0.04% of 200,000 active | HeLa Hsp70 promoter luciferase reporter, luminescence; scaled: vehicle 0, proteasome-inhibitor control 100%;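 active = activation above the mean across all tested compounds plus 3 SD, cutoff set per campaign, cut at about 5.5% in these data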;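 note: 100% = MG132 at 30 µM as the positive control and 0% = DMSO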
S1P3 antagonist: S1P3 (human) receptor antagonism; 0.27% of 170,000 active; inhibition, % at 4.98 µM; CHO S1P3 NFAT-BLA reporter, FRET fluorescence, antagonist mode; Q99500;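 active = inhibition above the plate cutoff, the mean inhibition of test wells on that plate plus 3 SD, cut at about 28% in these data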;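 note: cells challenged with S1P at its EC80 of 0.8 µM; blue over green emission ratio from cleaved BLA substrate after 4 h stimulation; 0% = S1P-stimulated wells and 100% = unstimulated DMSO-only wells; some compounds past the cut are filed as inactive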
Target sequence (Q99500 whole entry, looked up): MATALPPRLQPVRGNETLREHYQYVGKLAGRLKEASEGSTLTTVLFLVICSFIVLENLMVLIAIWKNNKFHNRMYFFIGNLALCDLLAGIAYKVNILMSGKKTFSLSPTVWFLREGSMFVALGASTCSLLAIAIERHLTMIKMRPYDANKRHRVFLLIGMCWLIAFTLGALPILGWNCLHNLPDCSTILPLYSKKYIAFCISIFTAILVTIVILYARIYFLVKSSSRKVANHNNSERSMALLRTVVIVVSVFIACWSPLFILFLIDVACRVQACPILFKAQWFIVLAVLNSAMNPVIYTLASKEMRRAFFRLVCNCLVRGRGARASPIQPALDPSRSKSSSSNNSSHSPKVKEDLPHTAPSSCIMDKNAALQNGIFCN
PMI act: increases human mannose-6-phosphate isomerase activity; P34949; purified human PMI, coupled resazurin fluorescence, 20 min; hits give high values; 1 = vehicle control, 0 substrate-free wells; activation factor at 20 µM; 0.005% of 190,000 active;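 active = activation factor of 2 or more at 20 µM, relative to plate controls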
PMI act hi M6P: PMI (human) activation, high substrate; P34949; coupled PMI enzyme assay, resazurin fluorescence, 20 min; hits give high values; 1 = untreated enzyme, 0 = substrate-free blank; activation factor at 20 µM; 0.34% of 190,000 active; AID 1216;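 active = activation factor of 2 or more at 20 µM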
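test system = human PMI in coupled enzyme assay | medium = HEPES-buffered pH 7.4 with magnesium and detergent | also added = 1.0 mM mannose-6-phosphate substrate with 0.22 mM NADP+ | compound = 20 µM single dose | times = 20 min incubation at room temperature | measured by = resorufin fluorescence (Ex 544/Em 590 nm) from resazurin via diaphorase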
RAM inhibit: inhibitors of the yeast RAM network. 1.8% of 190,000 active. AID 868. S. cerevisiae dse1pr::URA3 reporter, 5-FOA growth OD615, 2 d; analog-sensitive cbk1-as2 kinase mutant strain. inhibition, % at 50 µM;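 active = inhibition above a set limit, 3 SD over mean compound inhibition, cut at about 8.4% in these data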;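 note: 0% = DMSO-only wells with no growth and 100% = 10 µM 1-NA-PP1 full growth; inhibition rescues growth on 5-FOA so higher OD means more RAM inhibition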
Lmaj promast: inhibitors of Leishmania major promastigote growth | Leishmania major promastigotes, resazurin fluorescence viability | inhibition, % at 10 µM | 9% of 200,000 active | AID 1063; in the data active = inhibition above about 50%;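 note: promastigotes grown with compound for 44 hours at 28 °C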
Redox H2O2 prof: compounds producing H2O2 with reducing agent – biochemical, NIH compound library profiling, artefact control for MLSCN library redox annotation, primary screen. activation, % at 10 µM. 0.03% of 200,000 active. DTT-dependent redox cycling H2O2, phenol red/HRP absorbance; 100% = 100 µM peroxide control, 0% = buffer. AID 878;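 active = activation of at least 50% relative to the plate's high and low controls in the primary single-dose screen; inactive = activation below 50%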;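 note: compound incubated with DTT at 0.8 mM final as the reducing agent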
* hit, by the source's call; · = no result given.

Values in the order: Efa HMGR inh	TNAP inh noacc	TNAP inh hi DEA	Hsp70 activator	S1P3 antagonist	PMI act	PMI act hi M6P	RAM inhibit	Lmaj promast	Redox H2O2 prof
1) Cc1ccccc1C(=O)/C=C1\NC(=O)CS1
  -1	-34	-4	-0.1	-6	1	1.1	-0.3	-6	3.0
2) Cc1ccc(C(=O)NC(=C(Cl)Cl)S(=O)(=O)c2ccccc2)cc1
  0	4	2	-0.3	-4	1	1	6.1	72*	0.0
3) Cc1ccc(Oc2cc(C#N)c(C#N)cc2-n2nnc3ccccc32)cc1C
  0	-5	-2	-0.3	·	1	1	4.1	3	0.8
4) CCOc1ccc(S(=O)(=O)c2c(C(=O)c3ccc(C)cc3)cnc3cc4c(cc23)OCCO4)cc1
  -8	-30	-2	-0.2	-3	0.9	1.1	4.5	17	1.2
5) CN(c1ccccc1)S(=O)(=O)c1cccc(C(=O)OCC(=O)NCc2ccc3c(c2)OCO3)c1
  -7	-12	-2	-0.4	-5	0.9	1	10*	-1	0.3
6) N/C(=N\OC(=O)c1cccc(Br)c1)c1ccncc1
  -2	-17	-1	0.2	-3	0.9	0.9	-0.8	6	-1.6
7) CCOc1ccccc1Nc1nnc(Cc2ccccc2Cl)c(=O)[nH]1
  -2	5	-4	0.3	·	0.9	0.9	0.9	5	0.8
8) CCC(Sc1ccc2nnc(-c3cccnc3)n2n1)C(=O)OC (stereo unspecified)
  9.6*	-3	2	-0.4	-16	1.2	1.1	1.1	1	0.2
9) O=C(c1ccncc1)N1CCN(c2ccc3ccccc3n2)CC1
  4	-8	-5	1.7	-6	1	1	4.3	-2	-0.3
10) COc1ccc(S(=O)(=O)Cc2ccc(C(=O)N3CCC(C(N)=O)CC3)o2)cc1
  0	-10	-2	-0.2	-15	1	1	-1.0	-5	-0.6
11) CC(=O)NC(CC(C)C)C(=O)NC(=O)NCc1ccccc1 (stereo unspecified)
  1	-7	-2	-0.4	-20	0.9	0.9	0.7	-1	-0.5
12) Cc1ccccc1C(=O)c1cccn1CC(=O)NC(C)c1ccc2c(c1)OCCO2 (stereo unspecified)
  12*	-5	-4	-0.2	-5	1	1	3.2	22	0.0
13) O=C(COc1ccc(Cl)cc1)N1CCN(c2ccc([N+](=O)[O-])c(N3CCOCC3)c2)CC1
  -3	-3	15	-0.2	-10	0.7	0.8	0.9	6	-0.1
14) Cc1cnc(C(=O)OCC(=O)NC23CC4CC(CC(C4)C2)C3)cn1
  2	0	3	0.1	·	0.9	0.9	2.9	-3	-1.8
15) NS(=O)(=O)c1ccc(N=NN2CCCCC2)cc1
  -1	-10	-4	0.1	-2	0.9	1	0.7	-12	-0.2
16) CCOC(=O)N=S(N)(=O)c1ccccc1 (stereo unspecified)
  -1	-14	-6	-0.1	·	0.9	0.8	1.0	-10	-2.7
17) CNCc1c(OCc2ccccc2F)ccc2ccccc12
  -5	-11	1	-0.1	-10	0.9	0.9	0.2	56*	-1.2
18) C(=N\N(Cc1ccccc1)c1ccccc1)/c1cccnc1
  -1	-11	-2	-0.1	9	0.8	0.8	1.6	18	-0.2
19) CCc1ccc(NC(=O)c2cc(CC(C)C)on2)cc1
  1	-4	-3	0.3	7	0.9	0.8	4.5	-6	-0.4
20) Cc1ccc(CCNC(=O)c2ccc(CS(=O)(=O)Cc3ccccc3F)o2)cc1
  -1	13	-1	-0.2	·	1	1	2.1	75*	0.1

Continuation:
Values in the order: Efa HMGR inh	TNAP inh noacc	TNAP inh hi DEA	Hsp70 activator	S1P3 antagonist	PMI act	PMI act hi M6P	RAM inhibit	Lmaj promast	Redox H2O2 prof
21) COc1ccc(C(=O)COC(=O)Cn2nnc3ccccc32)cc1Br
  -2	-6	-2	-0.1	-17	0.8	0.8	1.6	6	4.7
22) COC(=O)Nc1ccc(C)c2nsnc12
  -2	-12	-8	0.0	10	0.9	0.8	0.0	0	0.1
23) N#CC1=C(SCC(=O)Nc2cccc3cccnc23)NC(=O)C(C#N)C12CCCCC2 (stereo unspecified)
  -7	6	-1	-0.3	-6	0.8	0.8	0.7	-6	3.7
24) FC(F)(F)c1ccc(NC2=NCCC2)cc1
  0	-14	-3	0.1	-23	1.2	1.2	1.6	-1	-1.2
25) S=C(NCCc1ccncc1)Nc1cccc2ccccc12
  -5	-2	-1	-0.2	-19	0.9	0.8	2.1	4	0.5
26) C[C@H](NC(=O)OC(C)(C)C)c1nnc(SCC(=O)Nc2ccc(Br)cc2)o1
  -1	-28	-6	-0.5	32	1.1	1	-0.6	-6	0.3
27) Cc1ccc(Oc2nnc(-c3ccc(C)cc3)c3ccccc23)cc1
  2	-13	-5	0.0	-8	0.9	1	3.6	2	-0.3
28) CCOC(=O)CNS(=O)(=O)c1ccc(C(=O)O)cc1
  3	-5	-1	-0.5	-2	0.9	0.9	1.2	-3	2.5
29) Cc1ccccc1CN1CCN(Cc2ccccc2C(F)(F)F)CC1
  -2	-10	-10	-0.2	·	0.9	1	-0.5	4	0.7
30) CCOc1cc(/C=C2\NC(=S)N(c3c(C)n(C)n(-c4ccccc4)c3=O)C2=O)ccc1O
  -4	32	44	-0.4	1	0.9	1	0.8	-5	-0.7
31) CCCCNC(=O)c1ccc(CNS(=O)(=O)c2ccc(Br)cc2)cc1
  -10	-8	-3	0.0	5	1	1	4.5	2	-0.1
32) Cc1ccc(OCC(O)CNS(=O)(=O)c2ccccc2C(=O)O)cc1 (stereo unspecified)
  -3	-10	-4	-0.2	·	1.2	1.2	1.0	-3	-0.9
33) CCc1c(C)nc2[nH]nc(NC(=O)C(F)(F)F)n2c1=O
  0	-4	-3	0.5	-50	1	0.9	1.2	-5	-0.2
34) CC(C)(C)NC(=O)C(c1ccncc1)N(C(=O)Cn1nnc(-c2cccs2)n1)C1CCCCC1 (stereo unspecified)
  -5	1	-1	-0.4	·	1	1	0.9	4	3.0
35) c1ccc(CCc2nc(-c3ccccc3)no2)cc1
  2	-5	-4	-0.2	·	0.9	0.9	3.6	-6	2.2
36) Cc1ccc(C(=O)NCCSc2ccc(Cl)cc2)cc1[N+](=O)[O-]
  ·	-4	1	-0.2	·	0.9	1	7.8	-5	1.5
37) Cn1c(Br)nc2c1c(=O)n(CC(O)COc1ccccc1)c(=O)n2C (stereo unspecified)
  0	-14	-6	-0.3	6	1	1	2.5	5	0.8
38) CN1/C(=C\C(=O)Nc2cccc(Cl)c2)C(C)(C)c2ccccc21
  3	-16	-1	-0.2	-6	0.9	0.9	0.8	16	1.2
39) CC(C)(C)NC(=O)CSc1nnc(-c2ccco2)n1Cc1ccco1
  2	-14	-7	-0.2	-30	1	1.1	1.4	-7	-2.4
40) CCN(CC)S(=O)(=O)c1ccc(N2CCOCC2)c(NC(=O)COc2ccccc2)c1
  2	-18	-2	0.3	3	1.1	1	6.0	30	-0.1

Next compounds.
Values in the order: Efa HMGR inh	TNAP inh noacc	TNAP inh hi DEA	Hsp70 activator	S1P3 antagonist	PMI act	PMI act hi M6P	RAM inhibit	Lmaj promast	Redox H2O2 prof
41) CC1(C)CC(CC(=O)O)CC(C)(C)N1
  -1	-8	-2	0.2	-8	1.2	1.1	0.0	3	-1.3
42) O=C(COc1ccccc1)Nc1ccccc1Cl
  -4	-15	-5	-0.1	-17	1.1	1	0.5	-3	-0.3
43) Cc1ccc(-c2cc(-c3n[nH]c(=S)n3C)c3ccccc3n2)cc1
  -7	-25	1	-0.2	0	1	1	1.2	5	-0.6
44) CCOC(=O)c1c(OCCO)nn(-c2ccccc2)c1N
  -7	-11	-3	-0.1	-7	1	1	3.4	-6	-0.1
45) CCCOc1ccccc1N/C(N)=N/c1nc(C)cc(C)n1
  -3	-8	-4	-0.5	9	1	1	0.0	90*	-0.3
46) COC(=O)Cc1c(C)nc2nc(Cc3ccccc3)[nH]n2c1=O
  -3	10	-5	-0.4	40	0.9	1	0.8	-4	2.6
47) COCCN1C(=O)C(=O)/C(=C(/O)c2cccc(OC)c2)C1c1ccncc1 (stereo unspecified)
  -2	2	-10	-0.2	·	1.2	1.2	1.3	-6	0.6
48) c1ccc(CCn2nnnc2C(c2cccnc2)N2CCN(c3nc4ccccc4s3)CC2)cc1 (stereo unspecified)
  5	-7	-4	-0.4	3	0.8	0.8	2.4	100*	2.1
49) CC(C(=O)O)N1C(=O)c2ccccc2C1=O (stereo unspecified)
  12*	-14	-6	-0.1	·	1.1	1.1	0.1	-5	0.2
50) O=C(C1CCN(S(=O)(=O)c2ccc(Br)s2)CC1)N1CCc2ccccc21
  -1	-6	0	-0.4	·	0.9	1	4.7	10	1.0
51) Cc1ccc(C(C2=C(O)CC(C)(C)CC2=O)C2C(=O)CC(C)(C)CC2=O)s1 (stereo unspecified)
  -3	6	0	-0.4	·	1	0.9	-1.1	-1	-9.5

From compound 47 as far as 51, as listed above:
Values in the order: Efa HMGR inh	TNAP inh noacc	TNAP inh hi DEA	Hsp70 activator	S1P3 antagonist	PMI act	PMI act hi M6P	RAM inhibit	Lmaj promast	Redox H2O2 prof
47) COCCN1C(=O)C(=O)/C(=C(/O)c2cccc(OC)c2)C1c1ccncc1 (stereo unspecified)
  -2	2	-10	-0.2	·	1.2	1.2	1.3	-6	0.6
48) c1ccc(CCn2nnnc2C(c2cccnc2)N2CCN(c3nc4ccccc4s3)CC2)cc1 (stereo unspecified)
  5	-7	-4	-0.4	3	0.8	0.8	2.4	100*	2.1
49) CC(C(=O)O)N1C(=O)c2ccccc2C1=O (stereo unspecified)
  12*	-14	-6	-0.1	·	1.1	1.1	0.1	-5	0.2
50) O=C(C1CCN(S(=O)(=O)c2ccc(Br)s2)CC1)N1CCc2ccccc21
  -1	-6	0	-0.4	·	0.9	1	4.7	10	1.0
51) Cc1ccc(C(C2=C(O)CC(C)(C)CC2=O)C2C(=O)CC(C)(C)CC2=O)s1 (stereo unspecified)
  -3	6	0	-0.4	·	1	0.9	-1.1	-1	-9.5

Screening data from PubChem.
